Compound activity: PubChem, Sanford-Burnham Center for Chemical Genomics
CD11b adhes enh – enhancers of CD11b/CD18 adhesion to fibrinogen, primary screen, K562 cells, luminescence | Integrin beta-2 (Homo sapiens) + Integrin alpha-M (Homo sapiens), P05107+P11215 | activation, % at 10 µM | actives 0.07% (n = 93,000) | AID 1499, 2009 | ATPlite luminescence;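 active = 10 µM primary screen giving 50% or more activity, confirmed by 40% or more on retest at that dose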; also: strong numbers were not always called active; reference of the scale not given here
Target sequence (P05107 whole entry, looked up, other chains not shown): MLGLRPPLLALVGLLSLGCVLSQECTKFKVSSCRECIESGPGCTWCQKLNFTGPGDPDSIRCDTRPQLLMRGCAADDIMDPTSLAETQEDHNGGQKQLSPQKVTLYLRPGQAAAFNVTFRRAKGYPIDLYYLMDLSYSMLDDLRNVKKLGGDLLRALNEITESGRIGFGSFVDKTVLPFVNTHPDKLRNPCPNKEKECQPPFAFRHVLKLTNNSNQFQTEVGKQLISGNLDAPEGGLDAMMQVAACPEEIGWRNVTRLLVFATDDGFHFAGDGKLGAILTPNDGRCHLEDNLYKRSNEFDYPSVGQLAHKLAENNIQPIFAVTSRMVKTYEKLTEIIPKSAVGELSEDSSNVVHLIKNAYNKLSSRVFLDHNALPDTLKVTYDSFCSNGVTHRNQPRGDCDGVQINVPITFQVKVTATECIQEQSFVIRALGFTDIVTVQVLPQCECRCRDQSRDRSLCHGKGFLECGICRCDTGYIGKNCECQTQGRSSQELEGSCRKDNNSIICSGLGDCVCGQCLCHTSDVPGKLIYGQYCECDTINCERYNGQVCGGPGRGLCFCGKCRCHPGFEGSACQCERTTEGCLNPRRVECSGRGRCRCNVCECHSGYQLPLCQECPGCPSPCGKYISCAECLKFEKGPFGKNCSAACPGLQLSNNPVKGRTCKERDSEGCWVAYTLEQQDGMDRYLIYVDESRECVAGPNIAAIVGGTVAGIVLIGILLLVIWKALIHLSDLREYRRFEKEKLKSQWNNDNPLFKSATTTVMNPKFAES
Mac1 fbg inh – inhibitors of CD11b/CD18 adhesion to fibrinogen, primary screen, K562 cells, luminescence; Integrin beta-2 (Homo sapiens) + Integrin alpha-M (Homo sapiens), P05107+P11215; ATPlite luminescence; Mn2+ added to activate the integrin; inhibition, % at 10 µM; actives 0.54% (n = 93,000); AID 1497, 2009;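 active = primary inhibition of 50% or more at 10 µM, then 40% or more on retest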; also: some results filed as inactive read as strong as hits
* hit, by the source's call.

SMILES,CD11b adhes enh,Mac1 fbg inh
COc1cc(C(=O)Nc2ccc3c(c2)Cc2cc(NC(=O)c4cc(OC)c(OC)c(OC)c4)ccc2-3)cc(OC)c1OC,25,-11
O=C(Nc1cccc(F)c1)c1cc(S(=O)(=O)NCCC2=CCCCC2)ccc1F,-10,105
CCOC(=O)C1NN=C(C(=O)c2ccccc2)C1c1ccccc1 (stereo not drawn),-2,22
O=C(CSc1nnc(-c2ccccc2)c(-c2ccccc2)n1)Nc1ncc(Cl)cc1Cl,-2,71
CCOC(=O)c1[nH]c2ccc(OC)cc2c1NC(=S)N1CCN(c2ccccc2OC)CC1,-11,9
C/C(=N\NC(=O)c1nonc1N)c1cccs1,-3,-9
CCCCn1c(=O)[nH]c2nc3cc(N)ccc3nc2c1=O,0,8
COc1ccc(/C=N/NC(=O)c2[nH]nc3c2CCc2ccccc2-3)cc1OC,16,22
C=C1C2(C(=O)Nc3ccc(SC(F)F)cc3)CCC(C2)C1(C)C (stereo not drawn),-1,0
COc1cccc(NC(=O)C(Sc2nc3ccccc3c(=O)n2CC(C)C)c2ccccc2)c1 (stereo not drawn),1,8
O=C(COC(=O)c1cn(-c2ccccc2)nc1-c1ccc(F)cc1)Nc1ncc(Cl)cc1Cl,65,-31
CCN(CC)S(=O)(=O)c1ccc(C)c(NC(=O)CN(C)C)c1,-1,-6
O=C(Cn1cc(C(F)(F)F)cc(Cl)c1=O)Nc1cccc(Cl)c1,8,8
CC(C)CNC(=O)COC(=O)CNC(=O)c1cc(Cl)cc([N+](=O)[O-])c1,-2,-4
CN(c1ccccc1)S(=O)(=O)c1cccc(C(=O)OCC(=O)NCc2ccc3c(c2)OCO3)c1,3,22
CCCC(=O)Nc1ccc(C(=O)NCCc2ccc(F)cc2)cc1,-3,-4
Cc1ccc(OCC(=O)N/N=C/c2cc([N+](=O)[O-])ccc2N2CCCCC2)cc1,3,-12
CN(C(=O)CSc1nc2cc([N+](=O)[O-])ccc2n1-c1ccc(F)cc1)C1CCS(=O)(=O)C1 (stereo not drawn),2,16
CCN(CC)S(=O)(=O)c1cccc(-c2n[nH]c(=S)n2/N=C/c2ccc(OC(F)F)cc2)c1,-3,63
CCOC(=O)c1sc2nc(SCC(=O)NCc3ccco3)n(Cc3ccccc3)c(=O)c2c1C,-5,8
O=C(CO/N=C/c1cccc([N+](=O)[O-])c1)NC1CCCCC1,-5,20
c1ccc2c(-c3nnc4n3CCCCC4)cc(-c3ccncc3)nc2c1,3,9
COc1ccc(C(c2c(C)[nH]n(-c3ccccc3)c2=O)c2c(C)[nH]n(-c3ccccc3)c2=O)cc1OC,-4,52*
C/C(=N\NC(=O)c1ccc(Cl)c(Cl)c1)c1ccc(Br)s1,0,-1
CCN(CC)C(=O)CC(c1ccc(F)cc1)c1ccc(OC(C)C)cc1 (stereo not drawn),-2,7
COC(=O)Cc1ccc(NC(=S)N2CCN(c3ccc(F)cc3)CC2)cc1,-1,3
Cc1ccc(C(=O)NC(c2ccccc2)C(Cl)Cl)cc1 (stereo not drawn),6,9
COc1cc(/C=N/NC(=O)c2cc(-c3ccc4c(c3)OCO4)n[nH]2)ccc1O,-2,23
CS/C(=N\S(=O)(=O)c1cccs1)Nc1ccc(Cl)cc1,-1,42
CCOC(=O)CSc1c(-c2ccccc2)c2cc(Cl)ccc2[nH]c1=O,2,-6

Part of the list above, with each value named:
O=C(CO/N=C/c1cccc([N+](=O)[O-])c1)NC1CCCCC1
  CD11b adhes enh = -5
  Mac1 fbg inh = 20

CCN(CC)S(=O)(=O)c1ccc(C)c(NC(=O)CN(C)C)c1
  CD11b adhes enh = -1
  Mac1 fbg inh = -6

Remaining list, next part.
SMILES,CD11b adhes enh,Mac1 fbg inh
COc1ccccc1OCCC(=O)OCC(=O)NCc1ccccc1,3,5
O=C(COC(=O)Cc1ccccc1F)Nc1cc(S(=O)(=O)N2CCOCC2)ccc1N1CCCC1,6,11
O=C(/C=C/c1cccc2ccccc12)c1ccncc1,4,40
CCOc1ccc(S(=O)(=O)Nc2ccccc2C(=O)N/N=C/c2c(OC)ccc3ccccc23)cc1,5,54
COc1ccc(-n2c(C)cc(C(=O)COC(=O)c3cc(NC(=O)c4cccs4)c(OC)c(OC)c3)c2C)cc1,110,-10
Cc1ccc(CSc2ccc(-c3ccc4c(c3)OCO4)nn2)cc1,41,-10
COc1ccc(NC(=O)/C(C#N)=C\C=C\c2ccco2)cc1,3,16
C/C(Cc1ccccc1)=N\NC(=O)CNC(=O)c1ccc(C(C)(C)C)cc1,6,-11
COc1ccc(CCNC(=O)c2ccc(CNS(=O)(=O)c3ccc(C(C)(C)C)cc3)cc2)cc1OC,26,10
O=C(C(Cl)Cl)N1CCN(Cc2ccccc2)CC1,8,-6
COc1ccc(NC(=O)CCCn2c(=O)c3sccc3n(Cc3ccc(C)cc3)c2=O)cc1,5,7
C=C(C)CNC(=S)N/N=C1\CCCCc2ccccc21,-5,0
O=C(Nc1cccc(S(=O)(=O)Nc2ccc(Cl)cc2)c1)c1ccc(Cl)nc1,-4,53
CCC(=O)Nc1cccc(NC(=O)c2ccc(Br)cc2)c1,6,-1
COc1ccc(CSCC(=O)Nc2ccc(S(=O)(=O)N3CCCCCC3)cc2)cc1,2,32
Clc1ccc(C[n+]2cc(-c3ccccc3)n3c2CCC3)cc1Cl,0,-24
CCCCOC(=O)CCN1C(=O)/C(=C2\SC(=S)N(CCC(=O)OCCCC)C2=O)SC1=S,94,-20
CN(CC(=O)Nc1ccc(N2CCOCC2)cc1)CC(=O)Nc1ccc(Cl)cc1[N+](=O)[O-],13,3
CN(Cc1ccccc1)c1ccc(C(=O)O)cc1[N+](=O)[O-],-2,-4
Cc1ccc(NC(=O)Cc2csc(-c3ccccc3)n2)cc1F,-3,5
Cc1ccccc1OCC(=O)Nc1cc(Cl)ccc1Oc1ccccc1,2,-3
CN(C)CCCN(C(=O)c1ccc2c(c1)CCCC2)c1nc2ccc(F)cc2s1,0,8
CSc1ccc(/C=C(\NC(=O)c2ccc(C)cc2)C(=O)Nc2cccc(C)c2)cc1,26,8
O=[N+]([O-])c1cccc(S(=O)(=O)c2ccc(N3CCCCC3)c([N+](=O)[O-])c2)c1,9,34
C=CCNc1nc(-c2cc3ccccc3o2)cs1,5,14
CCn1c(NCc2ccccc2NS(=O)(=O)c2ccc(C)cc2)nc2ccccc21,4,6
Cn1c(SCC(=O)N2c3ccccc3CCc3ccccc32)nnc1-c1cc2ccccc2cc1O,-3,6
CC1CCC(NC(=O)c2ccc(S(C)(=O)=O)cc2)CC1 (stereo not drawn),2,-7
CN1C/C(=C/c2ccsc2)C(=O)/C(=C/c2ccsc2)C1,2,1
Cc1cc(C)cc(NC(=S)N=Nc2c(O)n(C)c3ccc(S(=O)(=O)N4CCOCC4)cc23)c1,105,-22

One compound at a time, as listed above. Order of values: CD11b adhes enh	Mac1 fbg inh
Entry for C/C(Cc1ccccc1)=N\NC(=O)CNC(=O)c1ccc(C(C)(C)C)cc1 : 6	-11
Entry for COc1ccc(NC(=O)/C(C#N)=C\C=C\c2ccco2)cc1 : 3	16
Entry for CCOc1ccc(S(=O)(=O)Nc2ccccc2C(=O)N/N=C/c2c(OC)ccc3ccccc23)cc1 : 5	54
Entry for Cc1cc(C)cc(NC(=S)N=Nc2c(O)n(C)c3ccc(S(=O)(=O)N4CCOCC4)cc23)c1 : 105	-22

Next section.
Values run as follows: CD11b adhes enh, Mac1 fbg inh
- C/C(N)=C(/C#N)C(=O)COC(=O)c1cc(-c2cccc3ccccc23)nc2ccccc12
  0, 10
- CCOc1ccc(/C=N/NC(=O)CN2CCSCC2)cc1
  1, -5
- O=C(CCc1ccccc1)OCC(=O)c1ccc(Br)cc1
  2, -18
- O=C(CSc1ccc(-c2ccco2)nn1)NCc1ccccc1Cl
  29, -8
- O=C(CSCc1ccccc1)Nc1cccc(F)c1
  -6, -1
- Cc1c(NC(=O)c2ccc(C(C)(C)C)cc2)cccc1[N+](=O)[O-]
  -2, -10
- COc1ccc(/C=C(/CC(=O)Nc2ccccc2)c2nc3ccccc3s2)cc1
  72, -21
- Nc1c(C(=O)O)sc2nc(-c3ccccc3)c3c(c12)CCCC3
  67, -19
- COC(=O)c1ccc(N=C2S/C(=C\c3cc(C)n(-c4cccnc4)c3C)C(=O)N2C)cc1
  9, -11
- CCOC(=O)N1CCC(N(CCN(C)C)C(=S)Nc2cccc(Cl)c2C)CC1
  1, 13

Quoted from the listing.
Under Mac1 fbg inh, CCOc1ccc(/C=N/NC(=O)CN2CCSCC2)cc1 shows -5
Under CD11b adhes enh, COc1ccc(/C=C(/CC(=O)Nc2ccccc2)c2nc3ccccc3s2)cc1 shows 72
Under Mac1 fbg inh, Nc1c(C(=O)O)sc2nc(-c3ccccc3)c3c(c12)CCCC3 shows -19
Under Mac1 fbg inh, O=C(CSCc1ccccc1)Nc1cccc(F)c1 shows -1

Following part.
Values run as follows: CD11b adhes enh, Mac1 fbg inh
- Cc1ccc(C(=O)OCC(=O)NCc2cccs2)cc1
  4, -1
- Cc1c(C(=O)Nc2ccccc2[N+](=O)[O-])csc1-c1ccccc1
  -6, 69
- O=C(Nc1ccc(C(=O)N2CCCC2)cc1)Nc1ccc(Cl)cc1Cl
  3, -3
- CC1(C)CC(C(=O)NCCC(c2ccccc2)c2ccco2)CCO1 (stereo not drawn)
  -2, 10
- Cc1cccc(-n2c(O)c(/C=N/NC(=O)c3ccccc3Cl)c3ccccc3c2=O)n1
  1, -2
- CC(C(=O)Nc1ccc([N+](=O)[O-])cc1)N1CCN(C/C=C/c2ccccc2)CC1 (stereo not drawn)
  1, 46
- CCC(CO)Nc1nc(CN2CCCCC2)nc2scc(-c3ccccc3)c12 (stereo not drawn)
  4, 10
- CC1=NN(c2ccc(C)cc2C)C(=O)C1C(c1cccc(O)c1)C1C(=O)N(c2ccc(C)cc2C)N=C1C (stereo not drawn)
  0, -12
- Cc1cccn2c(=O)c(/C=C(\C#N)C(=O)NC3CCS(=O)(=O)C3)c(N3CCC(C(N)=O)CC3)nc12 (stereo not drawn)
  -4, 35
- Cc1ccc(CNC(=O)COC(=O)CSc2ccc(Br)cc2C)cc1
  14, 2
- O=C(COc1ccc(-c2nnco2)cc1)NCc1ccccc1Cl
  0, 0
- Cc1ccc(Oc2nnc(-c3ccc(C)cc3)c3ccccc23)cc1
  5, 19
- O=C(COC(=O)c1c(Cl)cccc1Cl)Nc1cc(Cl)ccc1Oc1ccccc1
  8, -4
- COCCn1c(-c2ccc(Cl)cc2)nc2c(c(=O)c3ccccc3n2C)c1=O
  -2, 19
- O=C(Nc1ccc(Cl)cc1C(=O)NCC1CCCO1)c1ccc(Cl)cc1Cl (stereo not drawn)
  8, -5
- COc1ccc(/C=C/C(=O)c2ccccc2)cc1Cn1nnc2ccccc21
  -4, 23
- CCc1cc2c(=O)c(-c3ccc4c(c3)OCCO4)c(C)oc2cc1OS(C)(=O)=O
  0, 25
- COc1ccc(Cc2nnc(NC(=O)CSc3ccc(Cl)cc3)s2)cc1OC
  8, 5
- O=C(CSc1ccc(-c2ccco2)nn1)c1ccccc1
  -1, 4
- Cc1ccc(NC(=O)CSc2nnc3n2CCCCC3)cc1
  3, -11
- O=C(CNc1c(Br)cc(Br)cc1Br)NN=C1CCCCC1
  59, -10
- C/C(=N\NC(=O)COc1cc(C)cc(C)c1)c1ccc(N2CCOCC2)cc1
  -2, -1
- CC1CCCN(c2nc(-c3cccnc3)nc3scc(-c4ccccc4)c23)C1 (stereo not drawn)
  1, 9
- CCOC(=O)c1c(-c2ccc(-c3ccccc3)cc2)csc1NC(=O)c1cccc(N2C(=O)CCC2=O)c1
  -5, 11
- Clc1ccc(-c2cn3cc(Br)ccc3n2)cc1Cl
  0, 31
- CCCCC(=O)NC(=S)Nc1cccc(Cl)c1N1CCCCC1
  24, 3
- Cc1cccc(C)c1OCc1nc2ccccc2c(=O)n1/N=C/c1c[nH]c2ccccc12
  2, 8
- O=C(C1CCN(Cc2ccc(Cl)cc2)CC1)N1CCN(C(c2ccccc2)c2ccccc2)CC1
  -1, 15
- CC(=O)c1ccc(NC(=O)C(C)OC(=O)COc2ccc(C#N)cc2)cc1 (stereo not drawn)
  3, -8
- CCc1cccc(CC)c1NC(=S)NCC(c1cccnc1)N1CCOCC1 (stereo not drawn)
  3, -18
- O=C(NCc1ccccc1Cl)c1ccccc1Oc1ccccc1
  1, 6
- COc1cccc(C2NC(=S)NC3=C2CCc2ccccc23)c1 (stereo not drawn)
  2, -2
- CCCCC(=O)NC(=S)Nc1cccc(NC(=O)c2ccco2)c1
  -5, 3
- CCCOc1ccc(S(=O)(=O)NNC(=O)c2cc3ccccc3o2)cc1
  0, 19
- O=C(Cc1cccc(C(F)(F)F)c1)NCc1ccc(Cl)cc1Cl
  0, -1
- CC1=NN(c2ccccc2)C(=O)/C1=C\c1cc(C)n(-c2ccccc2)c1C
  0, 42
- Cc1ccc(S(=O)(=O)N2CCOCC2)cc1N/N=C(\C#N)c1nc2ccccc2[nH]1
  -2, 34
- COc1cccc(C(=O)CN2CCN(S(=O)(=O)c3cccc([N+](=O)[O-])c3)CC2)c1
  0, 28
- Cc1ccc(-n2nnnc2SCC(=O)Nc2ccccc2-c2ccccc2)cc1C
  1, 26
- O=C(Nc1nccs1)c1cc(Cl)ccc1[N+](=O)[O-]
  -2, -13
- Cc1ccc(C(=O)N[C@H](C(=O)OCc2cc(=O)n3c(n2)sc2ccccc23)C(C)C)cc1
  8, 16

Only part of the results is shown; rates above refer to the full screens.
